# Screens (PubChem BioAssay)
# Tb PFK block – blocks T. brucei phosphofructokinase; O15648; T. brucei PFK, ADP-Glo luminescence; 330,000 compounds, 0.17% hits; Potency, µM (doses to about 57.5 µM), inactives show top-dose activity, negative = inhibition, most hits filed as inhibitors;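 further: potency means the concentration at half of the fitted maximal effect; 0% = uninhibited 1x PFK enzyme wells and -100% = no-enzyme wells; nearly all actives have a fitted effect of over 60% in size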
#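 Compounds were pin-transferred as a titration series up to 57 uM into substrate buffer (0.5 mM F6P, 0.1 mM ATP, pH 8.0), then 1.25 nM PFK was added and reactions ran 45 min before ADP-Glo detection.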
# GALK inh – blocks human galactokinase activity | P51570 | Purified GALK, Kinase-Glo residual ATP luminescence | Potency, µM (highest dose often 57.5 µM), inactives show at the top dose activity change, negative = inhibition, actives largely listed as inhibitors | 270,000 compounds, 0.007% hits | AID 1868; further: potency means the concentration at half of the fitted maximal effect; on the % scale 0 is the no-effect control and ±100 the full control effect
# Target sequence (P51570 whole entry, looked up): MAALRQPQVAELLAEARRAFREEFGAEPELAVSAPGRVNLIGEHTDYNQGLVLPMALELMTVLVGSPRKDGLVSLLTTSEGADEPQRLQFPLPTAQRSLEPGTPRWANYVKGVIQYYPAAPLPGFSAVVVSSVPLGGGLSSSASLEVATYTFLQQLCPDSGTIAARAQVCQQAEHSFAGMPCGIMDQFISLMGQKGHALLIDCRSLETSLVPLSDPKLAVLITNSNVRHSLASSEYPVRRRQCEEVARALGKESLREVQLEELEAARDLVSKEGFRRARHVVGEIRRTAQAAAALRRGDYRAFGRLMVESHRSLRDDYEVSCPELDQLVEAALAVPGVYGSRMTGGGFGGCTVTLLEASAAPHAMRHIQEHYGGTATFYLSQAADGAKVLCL
#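 Kinase-Glo Plus luminescence measured ATP left after a 1 h room-temperature reaction. The reaction used 5 nM GALK, 100 uM galactose and 35 uM ATP at pH 8.0 (20 mM HEPES, 5 mM MgCl2, 60 mM NaCl, 1 mM DTT, 0.01% BSA).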
# Menin-MLL TR inh – displaces Texas Red mutant MLL peptide from human menin; O00255; Menin + Texas Red MLL mutant peptide, fluorescence polarization; Potency, µM (series often up to 61.6 µM), for inactives: at the highest dose FP activity change, negative = inhibition, most hits filed as inhibitors; 270,000 compounds, 0.23% hits; AID 1768; active means well fitted inhibition curve with a large enough effect in the polarisation, with a control signal flat, not every such curve was filed as active; inconclusive means small, poorly fitted or top-dose-only effect, or effect the other way, or a change in a side signal; inactive means no such curve, though single readings can be large or run the other way; the % refers to the polarisation; further: potency means the concentration at half of the fitted maximal effect; % of control where 0% means no effect; many of its hits are not listed in these tables
# Target sequence (O00255 whole entry, looked up): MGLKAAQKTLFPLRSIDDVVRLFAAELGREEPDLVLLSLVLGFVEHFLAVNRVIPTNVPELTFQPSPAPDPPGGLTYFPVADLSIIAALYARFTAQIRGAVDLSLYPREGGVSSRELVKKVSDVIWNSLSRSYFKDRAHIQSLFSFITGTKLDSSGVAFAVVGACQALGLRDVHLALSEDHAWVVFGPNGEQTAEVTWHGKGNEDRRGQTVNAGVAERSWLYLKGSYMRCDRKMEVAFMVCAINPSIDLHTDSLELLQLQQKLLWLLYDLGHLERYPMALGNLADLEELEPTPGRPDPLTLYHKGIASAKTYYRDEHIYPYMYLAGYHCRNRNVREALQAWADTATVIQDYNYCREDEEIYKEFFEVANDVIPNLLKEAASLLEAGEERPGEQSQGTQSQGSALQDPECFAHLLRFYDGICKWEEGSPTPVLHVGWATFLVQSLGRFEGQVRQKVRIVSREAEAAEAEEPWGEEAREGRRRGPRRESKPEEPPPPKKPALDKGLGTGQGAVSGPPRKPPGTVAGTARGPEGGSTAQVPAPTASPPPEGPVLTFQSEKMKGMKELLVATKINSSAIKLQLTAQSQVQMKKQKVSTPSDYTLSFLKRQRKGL
# FBPA coupling cs – coupling enzyme interference in Giardia aldolase counter-screen; coupling enzyme system counterscreen, AmpLite Red fluorescence; activity change, negative = inhibition, % at 58.2 µM, hits read low; 290,000 compounds, 0.67% hits; AID 2472; in the data active means activity change below about -30%; further: on the % scale 0 is the no-effect control and ±100 the full control effect
#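 Fluorescence at 525 nm excitation and 598 nm emission measured inhibition of the coupled detection system without aldolase. Compounds (at 57.5 uM final) were preincubated 10 min at room temperature with coupling enzyme reagent before a 20 min substrate/AmpLite Red step.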
# ASM inhibitor – inhibitors of human secretory acid sphingomyelinase; P17405; placental ASM, HMU-PC fluorogenic substrate, 60 min; Potency, µM (titrated, usually from 57.5 µM), without a hit: top-dose activity change, negative = inhibition, hits mostly inhibitors; 340,000 compounds, 0.006% hits; AID 504937; further: potency means the concentration at half of the fitted maximal effect
#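 Fluorescence read-out (Ex 386 nm, Em 447 nm) after stopping the reaction at pH 10. Enzyme: ASM from human placenta; substrate HMU-PC0, 9 uM final; 60 min, 37 °C. Compound preincubation 10 min, ambient temperature.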
# PKM2 activator – PKM2 (human) enzyme activation; purified PKM2, Kinase-Glo ATP luminescence, activation; response scale: 0% is enzyme alone, no compound; Potency, µM (highest dose often 57.5 µM), for inactives: at the highest dose activation, actives largely listed as activators; 260,000 compounds, 0.34% hits; AID 1631; further: potency means the concentration at half of the fitted maximal effect; on the % scale 0 is the no-effect control and ±100 the full control effect; nearly all actives have a fitted effect of over 55% in size
#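 Purified hPK-M2 (>95%) run at intermediate activity with 0.1 mM ADP and 0.5 mM PEP in 50 mM imidazole pH 7.2, KCl, MgCl2; 1 h room temperature. ATP formed read by Kinase-Glo luminescence; normalized to uninhibited and no-enzyme controls.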
# B2AR arrestin – agonists driving beta-arrestin recruitment to human beta2-adrenergic receptor | beta-arrestin recruitment to beta2AR, cell-based reporter | Potency, µM (titrated, usually from 46.1 µM), for the others: at the top dose activation, actives largely listed as activators | 330,000 compounds, 0.02% hits | AID 492947;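 further: potency means the concentration at half of the fitted maximal effect; 0% = DMSO controls and full agonism = EC100 isoproterenol or metaproterenol; nearly all actives have a fitted effect of over 65% in size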
# PTAP TSG101 blk – blocks PTAP/TSG101 interaction to inhibit HIV-1 budding; Potency, µM (top dose mostly 115 µM), without a hit: at the highest dose activity change, negative = inhibition, actives largely listed as inhibitors; 340,000 tested, under 10 active; AID 493005; Fluorescence polarization, FITC-PTAP peptide / Tsg101 binding; Q99816; active means well fitted inhibition curve with a large enough effect in the main read-out, with a control signal flat, not every such curve was filed as active; inconclusive means small, poorly fitted or top-dose-only effect, or effect the other way, or a change in a side signal; inactive means no such curve, though single readings can be large or run the other way; further: potency means the concentration at half of the fitted maximal effect; % of control where 0% means no effect
#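 Steps: Tsg101 binding domain dispensed (10 uM final), compounds pinned in DMSO, FITC-labeled PTAP-motif peptide added (50 nM final); after 20 min binding at room temperature, polarization measured.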
# Giardia killer – kills Giardia lamblia | Giardia lamblia trophozoite viability | activity change, % at 7.66 µM, hits read low | 340,000 compounds, 0.15% hits | AID 540267; in the data active means activity change below about -80%; inconclusive means between about -30% and that limit;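 further: parasites exposed to compound for two days anaerobically before the ATP read; on the % scale 0 is the no-effect control and ±100 the full control effect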
#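 Trophozoite viability was measured as ATP-dependent luminescence, read 15-30 min after reagent addition. Before that, parasites at 100 cells/well were exposed to compounds for 48 h, anaerobically, at 37 deg C.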
# Chronic BCR inh – inhibitors of chronic active B-cell receptor signaling; ABC-DLBCL IkBa-CBG/CBR reporter, luminescence ratio, 4 h; Potency, µM (highest dose often 46.1 µM), for inactives: at the top dose ratio change, negative = lower green/red ratio, hits mostly inhibitors; 340,000 compounds, 0.05% hits; active means well fitted inhibition curve with a large enough effect in the signal ratio, with a control signal flat, not every such curve was filed as active; inconclusive means small, poorly fitted or top-dose-only effect, or effect the other way, or a change in a side signal; the % refers to the signal ratio;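 further: potency means the concentration at half of the fitted maximal effect; plate controls were basal doxycycline-induced cells for no effect and cells given 10 µM MG132 for full effect; MG132 reads +100%, hits lower the ratio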
#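 Cell line TMD8 (human ABC DLBCL), stably expressing tet-inducible CBG68-IkBa fusion and CBR; IMDM/0.5% FBS; cpd up to 46 uM; dox induction, 4 h, 37C/5% CO2; dual luminescence; green/red ratio; MG132 control.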
# a7 integrin act – activators of alpha7 integrin expression for muscular dystrophy; alpha7betagal myoblasts, beta-gal FDG fluorescence, 48 h; Potency, µM (highest dose often 38.3 µM), without a hit: at the top dose activation, actives largely listed as activators; 350,000 compounds, 0.064% hits; AID 624291;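 further: potency means the concentration at half of the fitted maximal effect; 100% = response of the positive control SU9516; nearly all actives have a fitted effect of over 60% in size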
#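 Alpha7betagal+/- myoblasts (passage 13) were plated 16-24 hr, then exposed to compounds (1:260 dilution of DMSO stock) for 48 hours at 37C. After MPER lysis, β-galactosidase reporter activity was read as FDG fluorescence (ex 480/em 540) after 30 minutes.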
# The depositor's hits bear a star; ? = inconclusive; / = no result given; [ ] = another dose, or the depositor's remark. Unless noted, the call rests on the fitted dose curve; in most records, active means well fitted curve in the direction sought with a large enough effect; inconclusive means small, poorly fitted or top-dose-only effect, or another doubt; inactive means no such curve, though single readings can be large; an effect the other way counts as inactive or inconclusive.
SMILES,Tb PFK block,GALK inh,Menin-MLL TR inh,FBPA coupling cs,ASM inhibitor,PKM2 activator,B2AR arrestin,PTAP TSG101 blk,Giardia killer,Chronic BCR inh,a7 integrin act
CCC(C)(C)NC(=O)/C=C/c1ccc(OC)c(S(=O)(=O)N2CCOCC2)c1,-5%,0%,0%,3,2%,4%,-0.2%,-2%,20,3%,34%
COC(=O)C1=C(C)N(Cc2ccc3c(c2)OCO3)C(=O)C1,0%,-1%,0%,0,-2%,3%,0.1%,-3%,-6,-3%,-9%
Cc1cccc(NC(=O)C2C3CCCCC32)c1 (stereo not given),2%,-2%,5%,-1,-2%,0%,-0.5%,-2%,-6,?,8%
Cc1ccc(C2=NNC(c3ccc(Cl)cc3)=Nc3ccccc32)o1,1%,1%,-19%,-1,-7%,1%,4.2%,0%,-11,?,5%
Cc1ccc(-c2nn(-c3ccccc3)cc2/C=C/C(=O)OCC(=O)NC2CC2)o1,-13%,-1%,1%,-7,33%,12%,0.2%,-1%,-17,-7%,-1%
Cc1cccc(NS(=O)(=O)c2ccc(C(=O)NCC(C)(C)N3CCOCC3)cc2)c1C,1%,-6%,/,/,0%,-2%,-0.3%,-1%,-11,3%,14%
Cc1cc2cc(CCNC(=O)c3c(-c4ccccc4Cl)noc3C)c(=O)[nH]c2cc1C,2%,-2%,-2%,3,/,-3%,4.1%,/,/,-8%,/
CC(C)(C)C(=O)Cn1nnc(-c2ccc(C(F)(F)F)cc2)n1,3%,/,/,0,-1%,7%,-0.6%,-1%,16,9%,-3%
Cn1cc(/C=C2\SC(=S)N(NC(=O)c3ccccc3)C2=O)c2ccccc21,-1%,-2%,?,-15,-23%,7%,-0.2%,?,-26,?,-4%
CCCCCCCCCCS(=O)(=O)N/N=C/c1ccc(O)cc1,5%,0%,?,1,?,1%,-0.8%,2%,-4,23%,8%
Cc1onc(-c2ccccc2)c1-c1nnc(-c2ccccc2C(F)(F)F)o1,-2%,-1%,/,4,-1%,-2%,0.2%,-5%,0,-2%,-3%
CC1Cc2ccccc2N1C(=O)c1ccc(F)c(S(=O)(=O)N2CCOCC2)c1 (stereo not given),2%,/,/,/,3%,/,0.3%,-5%,7,-8%,3%
CC(C)c1ccc(C(O)c2cnc(C(C)C)n2C)cc1 (stereo not given),-8%,-2%,-23%,-2,0%,1%,0.3%,-2%,0,10%,-11%
COc1ccc(S(=O)(=O)N2CCOCC2)cc1NC(=O)c1ccc(-n2nc(C)cc2C)cc1,22%,-1%,/,1,1%,7%,-0.6%,-7%,-9,?,9%
O=C1CC(N2CCN(c3ncccn3)CC2)C(=O)N1CCc1ccccc1 (stereo not given),-1%,1%,-5%,4,-1%,-5%,0.3%,-25%,0,0%,-16%
O=C1C2C3C=CC(CC3)C2C(=O)N1/N=C/c1ccco1 (stereo not given),3%,1%,-15%,-1,1%,-1%,0.1%,-1%,2,-2%,-2%
O=c1c(N2CCOCC2)nsn1Cc1ccccc1,2%,10%,3%,2,5%,2%,0.1%,-3%,18,4%,-6%
O=S(=O)(Nc1cccc2[nH]ncc12)c1cccs1,-2%,1%,15%,-12,0%,14%,-0.9%,-1%,-3,-2%,1%
Clc1ccc(-c2csc(-c3cccnc3)n2)s1,1%,/,/,-2,-5%,5%,0.4%,-1%,-5,?,0%
O=C(NCCOc1ccccc1)c1cncc(Br)c1,0%,3%,8%,5,2%,-16%,0.0%,0%,-9,?,4%
CN(CCC#N)C(=S)Nc1ccc(Oc2ccccc2)cc1,-7%,1%,1%,2,-3%,1%,0.0%,-4%,-5,-1%,4%
Cc1ccc(/C=C2\C(=N)N3N=C(CC(=O)N4CCCCC4)SC3=NC2=O)cc1,2%,-5%,17%,11,-1%,-2%,0.6%,-5%,-6,4%,3%
COc1cccc(NC(=O)CN(C)C(=O)Cn2c(=O)oc3ccccc32)c1,-4%,/,/,/,12%,/,-0.1%,2%,-9,0%,5%
O=C(Nc1ccc(Cl)cc1)N1CCOCC1,-3%,-2%,14%,2,3%,1%,-1.1%,-1%,8,?,?
COc1ccc(C(=O)NCc2ccc3c(c2)OCO3)cc1,0%,9%,-6%,-1,0%,-9%,-1.0%,0%,-16,?,12%
COc1ccc([C@H]2CC(=O)C=C(/C=C/c3ccccc3)C2)cc1,0%,/,/,/,-19%,/,0.0%,-4%,3,2%,16%
CCOC(=O)C1(C)NC(c2ccccc2F)C2C(=O)N(c3cccc(C(C)=O)c3)C(=O)C21 (stereo not given),-1%,3%,7%,-3,-3%,-9%,-0.6%,-4%,0,1%,13%
COc1ccc(NC(=O)CNc2ccc(C#N)cc2)cc1,-10%,0%,17%,0,-2%,-8%,0.2%,2%,?,?,-18%
CCN(CCNC(=O)C1CCN(c2nnc(-n3cccc3)s2)CC1)c1ccccc1,-6%,-4%,5%,-1,-2%,10%,-0.3%,-1%,-25,16%,17%
NC(=S)NNc1ccc(Cl)c(Cl)c1,19µM*,/,/,-9,0%,6%,-0.5%,-1%,-8,-3%,-28%
O=[N+]([O-])c1ccc(N2CCN(Cc3ccccc3)CC2)s1,-14%,1%,-11%,1,-16%,/,-0.7%,2%,31[activator],0%,-10%
COc1ccc(CNCc2ccc(OC)c3ccccc23)cc1,1%,/,-20%,0,-2%,/,-0.2%,0%,-9,-1%,-10%
Cc1ccsc1C(=O)N1CCN(c2ncccn2)CC1,-4%,/,/,/,2%,/,-3.7%,-8%,3,2%,6%
Cc1ccccc1C(=O)NNC(=O)C(=O)Nc1cccc(Cl)c1C,0%,2%,-7%,3,2%,-5%,-0.3%,-7%,2,?,14%
O=C(Nc1ccc(N2CCCC2)cc1)c1cc(Br)ccc1Cl,4%,-3%,?,-1,3%,1%,5.7%,-8%,-16,?,-12%
CCn1c(/C=C/Nc2ccccc2)[n+](CC)c2ccc(C(=O)OCC(F)(F)F)cc21,3%,0%,-25%,1,124%[activator],-3%,-1.2%,-1%,2,1%,-11%
CCCCCC(=O)Nc1ccc(C(=O)COC(=O)CN2C(=O)NC3(CCCC3)C2=O)cc1,18%,/,/,/,-1%,/,4.7%,-2%,4,5%,-22%
COc1cc(/C=N\NC(=O)c2ccc(Cl)cc2)ccc1Oc1ccc([N+](=O)[O-])cn1,-2%,5%,/,0,-4%,-1%,0.0%,-3%,-10,-12%,-3%
COCCCNc1nc2nonc2nc1N1C[C@H]2CC[C@H]1C2,7%,2%,8%,6,8%,0%,-0.4%,-3%,2,-4%,-7%
Cc1ccc(CN/C=C/C(=O)c2ccc(Br)cc2)cc1,-13%,3%,15%,1,-10%,-14%,-0.4%,-8%,12,-7%,-22%
CC(C)Sc1nnc(Nc2ccccc2)s1,-5%,3%,-2%,-2,0%,3%,-0.2%,-3%,8,?,1%
C/C(=N\NC(=O)CNC(=O)c1ccccc1F)c1ccco1,-7%,8%,-14%,0,-10%,4%,0.5%,-11%,-11,1%,11%
CCOC(=O)C1(Cc2ccc(Cl)cc2)CCN(C(C)Cc2ccc(O)c(OC)c2)CC1 (stereo not given),1%,-3%,?,1,0%,-1%,0.0%,1%,2,?,-54%[inhibitor]
CC1CC(C)CN(CCCNC(=O)c2ccc(CNS(=O)(=O)c3ccc(F)cc3)cc2)C1 (stereo not given),11%,-7%,/,/,1%,/,-0.4%,-2%,4,-1%,-4%
O=C(Cn1cnc([N+](=O)[O-])n1)NCc1ccccc1,-2%,-1%,-17%,-6,-1%,-2%,-0.2%,0%,-3,-8%,16%
O=C(c1cnn(-c2ccc(Cl)cc2)c1)c1ccccc1O,-4%,-3%,17%,0,3%,-11%,-0.2%,0%,-4,?,4%
C=CCOc1ccc(/C=C\c2nc(O)c([N+](=O)[O-])c(=O)[nH]2)cc1OCC,7%,-1%,?,0,-4%,/,-0.5%,-2%,11,4%,-21%
Cc1ccc(NC(=O)NC(=O)CSc2n[nH]c(N)n2)c(C)c1,-5%,10%,3%,1,7%,/,-1.0%,1%,1,0%,43%
CC(C)C(C(=O)O)N1CCS(=O)(=O)CC1 (stereo not given),0%,0%,-12%,-3,10%,-5%,-0.1%,-1%,-1,3%,7%

# The list is partial; count on the stated rates, not on these rows.
